p53 reactivation: re-activators of mutant p53 | 320,000 tested, 0.063% active | H1299 p53-A138V BP100-luciferase reporter, luminescence, 24 h | Potency, µM (top dose mostly 92.2 µM), without a hit: at the highest dose activity change, positive = activation, hits mostly activators | AID 504706; further: potency means the concentration at half of the fitted maximal effect; % of control where 0% means no effect; nearly all actives have a fitted effect of over 45% in size
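H1299 (p53-null), stable ts p53-A138V + BP100-Luc; 1000 cells/well, Opti-MEM/10% FBS; cpd 4 pt, 1:5; 24 h, 37 deg C, 5% CO2; detection reagent 10 min RT; luminescence.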
uPA generation: blocks generation of uPA at the cell surface. Potency, µM (highest dose often 38.3 µM), for inactives: at the highest dose activity change, negative = inhibition, actives largely listed as inhibitors. cell surface uPA generation assay, qHTS. 330,000 tested, 0.31% active; active means well fitted inhibition curve with a large enough effect; inconclusive means small, poorly fitted or top-dose-only effect; inactive means no such curve, though single readings can be large or run the other way; tested in mouse RAW 264.7 cells; further: potency means the concentration at half of the fitted maximal effect; on the % scale 0 is the no-effect control and ±100 the full control effect; nearly all actives have a fitted effect of over 55% in size
a7 integrin act: integrin-mediated muscular dystrophy alleviation activation; AID 624291; 350,000 tested, 0.064% active; alpha7betagal myoblasts, beta-gal FDG fluorescence, 48 h; Potency, µM (series often up to 38.3 µM), inactives show at the highest dose activation, actives largely listed as activators;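 further: potency means the concentration at half of the fitted maximal effect; 100% = response of the positive control SU9516; nearly all actives have a fitted effect of over 60% in size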
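Alpha7betagal+/- myoblasts (passage 13) were plated 16-24 hr, then exposed to compounds (1:260 dilution of DMSO stock) for 48 hours at 37C. After MPER lysis, β-galactosidase reporter activity was read as FDG fluorescence (ex 480/em 540) after 30 minutes.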
BRCA1 expr up: activators of BRCA1 expression; MCF7-BRCA1-FFLuc reporter, luminescence, 48 h; response scale: scaled: vehicle 0%, 10 µM genistein 100%; Potency, µM (top dose mostly 46.1 µM), inactives show at the top dose activation, most hits filed as activators; 380,000 tested, 1.1% active; AID 624202; further: potency means the concentration at half of the fitted maximal effect; nearly all actives have a fitted effect of over 80% in size; some results filed as inactive show a strong effect at the top dose
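Activators of BRCA1 expression were detected as increased firefly luciferase luminescence in engineered MCF7 cells after 48 h compound incubation. Signals were scaled to genistein 10 microM as full activation.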
TRPV1 agonist: activates the human vanilloid receptor TRPV1. activation, % at 8.33 µM. Q8NER1. AID 540275. TRPV1-expressing cells, Fluo-8 calcium influx, agonist mode. 320,000 tested, 0.19% active; in the data active means activation above about 80%; inconclusive means between about 30% and that limit; further: 0% is about no effect
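Cells expressing TRPV1 were dye-loaded with Fluo-8 and read kinetically: 10 s baseline, 3 min after compound (agonist portion), then 2 min after EC20 capsaicin (allosteric enhancer portion). Calcium-bound dye fluorescence at 480/520 nm.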
ASM inhibitor: blocks human secretory acid sphingomyelinase. Potency, µM (series often up to 57.5 µM), for inactives: top-dose activity change, negative = inhibition, usual class: inhibitors. 340,000 tested, 0.006% active. placental ASM, HMU-PC fluorogenic substrate, 60 min. P17405; further: potency means the concentration at half of the fitted maximal effect
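qHTS format. ASM enzyme prepared from human placenta hydrolyses the fluorogenic substrate HMU-PC0 (9 uM final) over 60 min at 37 °C after a 10 min compound preincubation.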
B2AR arrestin: beta2AR (human) beta-arrestin recruitment activity; Potency, µM (top dose mostly 46.1 µM), without a hit: top-dose activation, hits mostly activators; 330,000 tested, 0.02% active; P07550; beta-arrestin recruitment to beta2AR, cell-based reporter;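 further: potency means the concentration at half of the fitted maximal effect; 0% = DMSO controls and full agonism = EC100 isoproterenol or metaproterenol; nearly all actives have a fitted effect of over 65% in size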
USP2a inh: USP2a (human) protease inhibition; O75604; Potency, µM (series often up to 38.3 µM), for the others: at the highest dose activity change, negative = inhibition, actives largely listed as inhibitors; USP2 core, Ub-CHOP2 coupled fluorogenic reporter, 485/531; 330,000 tested, 0.01% active;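 further: potency means the concentration at half of the fitted maximal effect; plate controls were DMSO wells for no effect and full inhibition by NEM control for full effect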
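Deubiquitinase activity read as fluorescence (485/531 nm) after Ub-CHOP2 cleavage activates the enterokinase reporter on its substrate; USP2 core 10nM, Ub-CHOP2 and substrate 25nM each, 30min compound preincubation then 60min RT; data normalized to NEM, curves fitted.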
Eya2 inh: blocks the phosphatase activity of human Eya2; O00167; recombinant Eya2, OMFP fluorescence dephosphorylation (OMFP is methylfluorescein phosphate); Potency, µM (highest dose often 76.9 µM), for inactives: at the top dose activity, negative = inhibition, usual class: inhibitors; 330,000 tested, 0.006% active; AID 488837; further: potency means the concentration at half of the fitted maximal effect; on the % scale 0 is the no-effect control and ±100 the full control effect
Target sequence (O00167 whole entry, looked up): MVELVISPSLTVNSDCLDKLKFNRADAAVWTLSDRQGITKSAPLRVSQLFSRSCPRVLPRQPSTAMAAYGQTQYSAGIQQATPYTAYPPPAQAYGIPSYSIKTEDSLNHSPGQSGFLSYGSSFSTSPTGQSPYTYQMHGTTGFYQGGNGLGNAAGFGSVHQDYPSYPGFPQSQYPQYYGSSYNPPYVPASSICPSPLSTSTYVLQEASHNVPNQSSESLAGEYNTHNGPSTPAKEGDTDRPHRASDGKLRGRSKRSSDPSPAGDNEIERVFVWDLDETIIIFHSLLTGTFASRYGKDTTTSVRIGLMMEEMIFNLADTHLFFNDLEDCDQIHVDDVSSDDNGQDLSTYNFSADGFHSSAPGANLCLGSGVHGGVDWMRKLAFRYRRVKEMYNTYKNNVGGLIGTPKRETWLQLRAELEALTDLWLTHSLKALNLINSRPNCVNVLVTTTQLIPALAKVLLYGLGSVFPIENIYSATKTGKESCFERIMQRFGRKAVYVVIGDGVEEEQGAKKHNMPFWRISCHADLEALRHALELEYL
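Eya2 protein (added as 0.2 uM solution) was preincubated with compound for 10 min at ambient temperature in 50 mM HEPES pH 7.5, 50 mM NaCl, 5 uM MgCl2, 0.05% BSA, 1 mM DTT. OMFP (added at 50 uM) then reacted 10 min; fluorescence read at 485/525 nm.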
PTAP TSG101 blk: blocks PTAP/TSG101 interaction to inhibit HIV-1 budding. Q99816. Fluorescence polarization, FITC-PTAP peptide / Tsg101 binding. Potency, µM (series often up to 115 µM), inactives show at the highest dose activity change, negative = inhibition, actives largely listed as inhibitors. 340,000 tested, under 10 active. AID 493005; active means well fitted inhibition curve with a large enough effect in the main read-out, with a control signal flat, not every such curve was filed as active; inconclusive means small, poorly fitted or top-dose-only effect, or effect the other way, or a change in a side signal; inactive means no such curve, though single readings can be large or run the other way; further: potency means the concentration at half of the fitted maximal effect; % of control where 0% means no effect
Target sequence (Q99816 whole entry, looked up): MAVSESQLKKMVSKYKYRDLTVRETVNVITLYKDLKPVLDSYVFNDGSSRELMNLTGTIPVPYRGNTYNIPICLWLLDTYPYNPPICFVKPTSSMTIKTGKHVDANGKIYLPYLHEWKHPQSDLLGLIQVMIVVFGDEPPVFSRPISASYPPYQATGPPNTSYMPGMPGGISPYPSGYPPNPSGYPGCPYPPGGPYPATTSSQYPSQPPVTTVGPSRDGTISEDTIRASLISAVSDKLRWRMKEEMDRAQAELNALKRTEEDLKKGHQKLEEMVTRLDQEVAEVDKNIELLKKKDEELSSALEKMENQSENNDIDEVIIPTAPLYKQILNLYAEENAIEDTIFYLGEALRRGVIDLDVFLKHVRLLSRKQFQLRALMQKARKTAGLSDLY
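Fluorescence anisotropy tracks displacement of a FITC-tagged PTAP peptide (50 nM) from the Tsg101 binding domain (10 uM), following a 20 min room-temperature incubation at pH 7.5.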
ELG1 genotoxic: genotoxicity induction in ELG1-luciferase HEK293T cells. HEK293T ELG1-luciferase reporter, luminescence, 16 h. Potency, µM (series often up to 46 µM), for inactives: at the highest dose activity change, positive = activation, usual class: activators. 330,000 tested, 1.3% active; further: potency means the concentration at half of the fitted maximal effect; % of control where 0% means no effect; nearly all actives have a fitted effect of over 60% in size
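DMSO vehicle served as control against compound-treated ELG1-luciferase HEK293T cells; exposure lasted 16 hr at 37 °C and 5% CO2, followed by ONE-Glo luminescence detection after 30 min.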
An asterisk follows results filed as active; ? = inconclusive; nt = no result given; [ ] = remark or other dose. Unless noted, the call rests on the fitted dose curve; in most records, active means well fitted curve in the direction sought with a large enough effect; inconclusive means small, poorly fitted or top-dose-only effect, or another doubt; inactive means no such curve, though single readings can be large; an effect the other way counts as inactive or inconclusive.

SMILES	p53 reactivation	uPA generation	a7 integrin act	BRCA1 expr up	TRPV1 agonist	ASM inhibitor	B2AR arrestin	USP2a inh	Eya2 inh	PTAP TSG101 blk	ELG1 genotoxic
CN1CC(=O)Nc2ccc([N+](=O)[O-])cc2C1=O	2%	-7%	0%	-1%	2	8%	-1.6%	-1%	4%	0%	-5%
O=C(c1ccncc1)N1CCN(S(=O)(=O)c2ccc(OC(F)(F)F)cc2)CC1	-5%	-2%	-2%	-5%	nt	0%	0.1%	-1%	4%	3%	-1%
Cc1cc(NC(=O)CSc2ncccn2)no1	1%	15%	6%	7%	-2	6%	-0.9%	4%	8%	-8%	-2%
Cc1cc(C(=O)N2CCCCCC2)cs1	1%	nt	-53%[inhibitor]	0%	2	5%	-0.1%	4%	8%	-2%	0%
CC1CC(=O)c2cnc(N)nc2C1 (centres undefined)	4%	3%	-13%	-2%	-5	2%	-0.4%	1%	-5%	0%	2%
COc1ccc(-n2c(SCC(=O)C(C)(C)C)nc3ccsc3c2=O)cc1	0%	-5%	-9%	-15%	-3	-1%	-0.6%	-1%	-9%	-4%	-1%
O=C(CCCOc1ccccc1)Nc1ccncc1	2%	0%	24%	-1%	?	0%	-0.3%	4%	-30%	-14%	4%
Cc1nc(NC(=O)COC(=O)CNC(=O)c2ccco2)c(Cl)cc1Cl	14%	-1%	-10%	-13%	nt	13%	0.2%	8%	-27%	-1%	1%
CCc1cc(C(=O)OC)c(NC(=O)c2ccoc2C)s1	-4%	-17%	-25%	-29%	2	-3%	-0.7%	-1%	2%	-6%	-1%
CCOC(=O)N1CCN(C(=O)CS(=O)(=O)c2cn(Cc3ccc(F)cc3)c3ccccc23)CC1	-2%	7%	11%	-2%	0	3%	-0.3%	3%	-5%	-1%	-6%
CC(=O)NC1CCCC(NC(C)=O)C1 (centres undefined)	nt	-4%	41%	-4%	nt	-3%	nt	nt	nt	0%	nt
CCOc1cc(S(=O)(=O)NCCCN2CCOCC2)c(C)cc1C	-4%	0%	4%	-11%	5	1%	-0.2%	2%	1%	-3%	7%
COc1cccc(C(=O)N(c2ccc(OC)cc2OC)C2C=CS(=O)(=O)C2)c1 (centres undefined)	-5%	9%	?	-13%	-2	3%	-1.2%	1%	2%	-1%	0%
COCCNC(=O)C(c1ccc(C)o1)N(Cc1ccco1)C(=O)c1snc(C(N)=O)c1N (centres undefined)	12%	5%	-14%	-4%	-1	229%[activator]	-0.2%	-7%	-2%	5%	-2%
O=C(Nc1ccc(F)cc1)Nc1nnc(COc2ccccc2F)s1	-5%	3%	-12%	-65%	1	-7%	-0.1%	-1%	-10%	0%	-10%
Cc1cc(C)n(-c2nnc(C)n2N)n1	10%	3%	?	5%	-1	1%	-0.7%	2%	11%	1%	0%
O=S(=O)(c1ccc(Cl)cc1)N1CCNCC1	3%	2%	?	-8%	1	0%	0.1%	1%	-2%	-4%	1%
COc1ccc(Cc2noc(-c3ccc([N+](=O)[O-])cc3)n2)cc1OC	-4%	-27%	-50%	-27%	15	3%	0.4%	0%	-1%	-1%	-5%
COc1ccc(CN(CCCN2CCOCC2)C(=O)Nc2cccc(Cl)c2)cc1OC	1%	1%	-30%	-7%	18	2%	-0.5%	0%	16%	0%	-1%
Cc1cccc(NC(=O)CCCNC(=O)c2ccc(Cl)cc2)n1	-2%	2%	0%	-20%	19	3%	-0.4%	0%	-4%	-3%	-2%
O=c1[nH]c(-c2cccs2)nc2ccccc12	12%	2%	-9%	54%	3	0%	-0.1%	1%	-24%	4%	19%
Cc1sc(NC(=O)c2ccco2)c(CN2CCN(Cc3ccccc3)CC2)c1C	-8%	23%	-6%	-31%	11	1%	0.5%	-5%	0%	-5%	-14%
CC(C)C[C@H](NC(=O)C1(c2ccccc2)CCN(C(=O)OC(C)(C)C)CC1)C(=O)N1CCC[C@H]1C(=O)O	-6%	6%	8%	-15%	2	-11%	0.5%	0%	1%	0%	-1%
C#CCOCCOCCOCCNc1nc(N2CCOCC2)nc(N2CCN(C(=O)[C@H](CCCCN)n3cc([C@@H](N)CO)nn3)CC2)n1	1%	-1%	15%	2%	-2	4%	-0.9%	0%	-4%	-10%	2%
Cc1ccc2c(Cl)cc(Cl)c(OCC(=O)OCC(=O)Nc3ccc(C#N)cc3)c2n1	-6%	-13%	-8%	-10%	-1	1%	-0.1%	2%	3%	0%	-1%
Cc1ccc(S(=O)(=O)N(CC(O)CN(C)C)c2ccccc2)cc1 (centres undefined)	1%	1%	-3%	-4%	-3	0%	-0.2%	3%	13%	-5%	4%
O=C(CCCN1C(=O)/C(=C/c2cccc(Br)c2)SC1=S)NCCCN1CCOCC1	13%	-12%	-66%[inhibitor]	-30%	2	-15%	-0.2%	2%	7%	-1%	-5%
CSc1ccccc1C(=O)C1CCCN(C(=O)NC(C)C)C1 (centres undefined)	-3%	0%	2%	12%	-7	2%	6.5%	1%	16%	1%	-1%
O=C(NCc1cccc(Br)c1)C1CC(c2ccccc2[N+](=O)[O-])=NO1 (centres undefined)	nt	-28%	-5%	0%	nt	-12%	nt	nt	nt	-5%	nt
O=C(c1cc2nc(-c3ccco3)cc(C(F)(F)F)n2n1)N1CCN(c2ccccn2)CC1	-30%	1%	-22%	-24%	9	13%	-0.4%	2%	-5%	0%	-10%
COc1ccc(S(=O)(=O)N(CC(=O)N2CCN(C)CC2)c2ccc(C)cc2)cc1Br	nt	-7%	-4%	-1%	7	-3%	-0.1%	0%	1%	-1%	0%
COc1ccccc1-c1nc(C(=O)NCC2CCCO2)cc2c1[nH]c1ccccc12 (centres undefined)	-5%	2%	-8%	-27%	?	5%	-0.3%	-4%	-5%	-2%	-3%
Cc1cc(C)cc(OCC(=O)Nc2ccc(S(=O)(=O)Nc3ccccn3)cc2)c1	-6%	3%	-29%	-10%	0	3%	0.3%	1%	-15%	-7%	1%
O=C(COc1ccc(Oc2ccccc2)cc1)NCc1cn2ccccc2n1	6%	-8%	-29%	-73%	19	-5%	-0.1%	-12%	0%	0%	8%
Cc1ccc(S(=O)(=O)N(CC(O)CN2CCCCC2)c2cccc([N+](=O)[O-])c2)cc1 (centres undefined)	4%	nt	?	-7%	-2	-3%	-0.3%	3%	7%	-3%	0%
Cc1ccc(NC(=O)Cc2nc(CN(C)CC(=O)Nc3ccc(C)cc3)cs2)cc1	-7%	-7%	-26%	2%	2	4%	0.4%	1%	-5%	-2%	-3%
CCn1c(C)nc2cc(S(=O)(=O)N3CCCCC3)ccc21	-1%	-6%	6%	-33%	1	5%	0.0%	1%	39%[15.4 µM]	0%	2%
CC(=O)c1c(C)[nH]c(C(=O)Nc2ccccn2)c1C	28%	-8%	30%	43%	1	3%	0.7%	2%	4%	-3%	10µM*
CSCC[C@H](NC(=O)CCn1nnc2ccccc2c1=O)C(=O)O	6%	nt	-1%	2%	1	-1%	-0.4%	-3%	16%	-5%	2%
Cc1cc(C)c(C(=O)COC(=O)c2ccc(NC(=O)CC#N)cc2)cc1C	8%	0%	-9%	0%	0	-6%	0.3%	2%	20%	5%	8%

Three entries already listed, arranged by the value under ASM inhibitor, largest number first:
Structure | ASM inhibitor
Cc1nc(NC(=O)COC(=O)CNC(=O)c2ccco2)c(Cl)cc1Cl | 13%
Cc1ccc(NC(=O)Cc2nc(CN(C)CC(=O)Nc3ccc(C)cc3)cs2)cc1 | 4%
Cc1ccc(S(=O)(=O)N(CC(O)CN(C)C)c2ccccc2)cc1 (centres undefined) | 0%

Other results:
SMILES	p53 reactivation	uPA generation	a7 integrin act	BRCA1 expr up	TRPV1 agonist	ASM inhibitor	B2AR arrestin	USP2a inh	Eya2 inh	PTAP TSG101 blk	ELG1 genotoxic
O=C(c1ccco1)N1N=C(c2ccncc2)CC1(O)C(F)(F)F (centres undefined)	1%	2%	-5%	7%	-4	5%	-0.1%	0%	-11%	-2%	5%
CCCc1cc(-c2[nH]ncc2-c2ccc(C(=O)OCC)o2)c(O)cc1O	-17%	4%	-20%	-58%	5	-18%	5.4%	-2%	2%	5%	-14%
CCOC(=O)c1sc(Nc2nc3c(F)cccc3s2)cc1C	?	-1%	-3%	-41%	13	252%[activator]	-0.3%	0%	-1%	1%	?
CCOC(=O)C(NC(C)=O)(N1CCc2ccccc2C1)C(F)(F)F (centres undefined)	0%	0%	20%	1%	-2	1%	0.4%	0%	-2%	-6%	3%
O=c1cc2c(nn1Cc1ccc(F)cc1)-c1ccccc1CC2	-4%	9%	19%	-19%	?	-1%	-0.7%	1%	-7%	-7%	-1%
COc1cccc(NC(=O)CSc2nc3c(oc4ccccc43)c(=O)[nH]2)c1	?	?	20%	?	-4	-4%	-0.4%	4%	2%	1%	6%

Screening data deposited in PubChem BioAssay by National Center for Advancing Translational Sciences (NCATS).
